# Tb PYK inh: blocks Trypanosoma brucei pyruvate kinase. Q57TT1. AID 624173. TbPYK enzyme, Kinase-Glo Plus ATP luminescence, 45 min. hit rate 0.12% among 410,000. Potency, µM (titrated, usually from 76.8 µM), for the others: at the highest dose activity, negative = inhibition, most hits filed as inhibitors; note: potency is the fitted concentration of half-maximal effect; nearly all actives have a fitted effect of over 50% in size
#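 Luminescence from Kinase-Glo Plus, added after a 45-minute room-temperature reaction, served as the end-point read-out. The enzyme and substrate were preincubated with compound before ADP (130 uM final) initiated turnover. Concentration-effect curves came from normalized qHTS data.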
# LmPK inh: LmPK (Leishmania mexicana) enzyme inhibition; hit rate 0.37% among 290,000; AID 1721; Q27686; purified LmPK, Kinase-Glo ATP luminescence, 1 h; Potency, µM (top dose mostly 57.5 µM), for the others: at the highest dose activity change, negative = inhibition, most hits filed as inhibitors; note: potency is the fitted concentration of half-maximal effect
#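 qHTS format; LmPK 0.1 nM; substrates PEP 0.5 mM and ADP 0.1 mM. One-hour room-temperature incubation, then coupled luciferase luminescence; 0.5 nM enzyme wells mark activation.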
# AmpC inh no detg: AmpC beta-lactamase inhibition without detergent. P00811. AmpC nitrocefin hydrolysis, absorbance 480 nm, 0.0001% Triton. Potency, µM (doses to about 57.1 µM), without a hit: at the highest dose activity change, negative = inhibition, most hits filed as inhibitors. hit rate 0.52% among 330,000. AID 485341;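 note: potency is the fitted concentration of half-maximal effect; plate controls were no compound for no effect and no enzyme for full effect; nearly all actives have a fitted effect of over 20% in size; some results filed as inactive show a strong effect at the top dose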
# Target sequence (P00811 whole entry, looked up): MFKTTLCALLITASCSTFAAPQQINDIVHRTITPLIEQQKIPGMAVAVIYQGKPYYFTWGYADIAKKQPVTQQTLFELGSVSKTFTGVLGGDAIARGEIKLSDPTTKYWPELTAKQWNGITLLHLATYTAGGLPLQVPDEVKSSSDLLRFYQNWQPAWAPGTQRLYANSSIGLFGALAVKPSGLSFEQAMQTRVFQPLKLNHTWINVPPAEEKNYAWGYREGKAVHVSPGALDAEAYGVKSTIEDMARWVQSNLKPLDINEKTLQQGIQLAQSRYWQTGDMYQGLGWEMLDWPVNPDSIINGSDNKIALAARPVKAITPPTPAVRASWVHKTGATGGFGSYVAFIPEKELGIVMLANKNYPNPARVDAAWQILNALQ
#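 AmpC (5.3 nM in the dispensed reagent) in 20 mM phosphate pH 7.0 with 0.01% (detergent screen) or 0.0001% Triton X-100 was preincubated with compounds for 15 min at room temperature. Nitrocefin was then added from an 800 uM solution, and hydrolysis was followed at 480 nm.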
# HCMV inh: inhibitors of human cytomegalovirus. HFF cells, HCMV-luciferase reporter, 72 h; active compounds read low. activity change, negative = inhibition, % at 57.5 µM. hit rate 4.5% among 410,000; in the data active = activity change below about -60%; inconclusive = no clear call, values can overlap the other calls; inactive = above about -39%
#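 Human foreskin fibroblasts infected with luciferase-reporter HCMV at MOI 1 PFU/cell, compounds at two doses. Luciferase measured 72 h post infection; normalized to buffer-only basal and Salinomycin (10uM) controls.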
# AMA1 RON2 block: disrupts binding of P. falciparum AMA1 to RON2 | AlphaScreen AMA1-biotinylated RON2 peptide binding | hit rate 0.2% among 360,000 | Potency, µM (highest dose often 58.2 µM), for inactives: at the highest dose activity change, negative = inhibition, most hits filed as inhibitors;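 note: potency is the fitted concentration of half-maximal effect; 0% = vehicle wells and -100% = peptide control; nearly all actives have a fitted effect of over 45% in size; some results filed as inactive show a strong effect at the top dose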
#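 AMA1 (3D7) with his tag at 25 nM final met compounds first, then biotinylated RON2 peptide at 25 nM; detection used donor plus acceptor beads, 10 µg/mL apiece, read by AlphaScreen after 30 min at room temperature.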
# HCV inhibitor: blocks hepatitis C virus; Huh7.5.1 HCVcc-Cre infection, luciferase reporter, 44 h; Potency, µM (highest dose often 41.8 µM), inactives show at the top dose activity change, negative = inhibition, actives largely listed as inhibitors; hit rate 3.4% among 340,000; AID 651820; note: potency is the fitted concentration of half-maximal effect
#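 Whole-lifecycle infectious HCVcc-Cre system; cells 1,000/well, compound then virus (~0.5 moi) added 4 h after plating, 44 h culture. Luciferase read 15 sec following 15 min substrate incubation, room temp.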
# AmpC detergent: AmpC beta-lactamase inhibition with detergent present; AmpC hydrolysis of nitrocefin, absorbance 480 nm, 0.01% Triton; Potency, µM (series often up to 114 µM), without a hit: at the highest dose activity change, negative = inhibition, usual class: inhibitors; hit rate 0.041% among 370,000; AID 485294;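 note: potency is the fitted concentration of half-maximal effect; 0% = no-compound wells and -100% = no-enzyme wells; nearly all actives have a fitted effect of over 25% in size; some results filed as inactive show a strong effect at the top dose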
#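 AmpC (5.3 nM in the dispensed reagent) in 20 mM phosphate pH 7.0 with 0.01% (detergent screen) or 0.0001% Triton X-100 was preincubated with compounds for 15 min at room temperature. Nitrocefin was then added from an 800 uM solution, and hydrolysis was followed at 480 nm.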
# An asterisk follows results filed as active; ? = inconclusive; · = no result given; & = joins results of further samples; [ ] = dose if it differs, or a comment. Unless noted, calls come from the whole dose curve; as a rule, active = well fitted curve in the direction sought with a large enough effect; inconclusive = small, poorly fitted or top-dose-only effect, or another doubt; inactive = no such curve, though single readings can be large; an effect the other way counts as inactive or inconclusive. Unless noted, % is set by controls: 0 for no effect and ±100 for the full control effect. Hits appear at their usual frequency. Share with any hit: about 7.5%.
SMILES,Tb PYK inh,LmPK inh,AmpC inh no detg,HCMV inh,AMA1 RON2 block,HCV inhibitor,AmpC detergent
COc1cc(OC)cc(-c2sc3ccc(OC)cc3c2-c2ccc(OCCN3CCOCC3)cc2)c1,0.7%,·,70.1%[activator],·,?,?,·
COc1cc2ccccc2cc1C(=O)NCCCN1CCOCC1,1.2%,·,-16.3%,-15.5,29.9%,-24.2%,-12.3%
C/C(=N\NC(=S)Nc1c(C)cccc1C)c1cc2ccccc2o1,-3.8%,0.6%,-52.3%,-33.0,24.4%,?,-8.7%
O=S1(=O)CC(N2CCCC2)CN1Cc1cn(Cc2cccc(C(F)(F)F)c2)nn1 (stereo not drawn),0.1%,·,·,4.4,4.8%,·,·
CC(C)C(C(=O)NC1CCCC1)N(CC1CCCO1)C(=O)CNS(=O)(=O)c1ccc(F)cc1 (stereo not drawn),2.0%,-5.2%,46.6%,-2.0,13.2%,-1.1%,-0.2%
Cc1ccc(S(=O)(=O)N2CCOCC2)cc1-c1n[nH]c(=S)n1-c1ccccc1,?,·,-9.9%,-18.2,64.8%[activator],9.4%,-8.0%
COC(=O)COc1cc(C)cc2oc(=O)c3c(c12)CCCC3,2.7%,5.3%,-13.0%,41.5,1.2%,7.9%,?
CC1(C)Cc2c(sc(NC(=O)c3ccc4c(c3)OCCO4)c2C(N)=O)C(C)(C)N1,0.4%,1.7%,36.9%,?,-7.4%,-19.4%,-3.9%
N#C/C(=C\c1ccc[nH]1)C(=O)c1ccccc1,3.4%,-8.0%,-19.1%,-2.5,-10.0%,16.4%,-1.8%
Cc1cccc(C)c1OCc1cc(C(=O)N2CCN(C3CCCC3)CC2)no1,-7.6%,8.8%,115.2%[activator],-7.6,-4.0%,·,3.6%
CCOc1cc(/C=N/NC(=O)c2ccc(CN3CCOCC3)cc2)ccc1OCc1ccccc1,2.2%,5.1%,0.4%,-72.7*,-19.3%,?,1.2%
CCn1c(CNC(=O)c2ccccc2OC)nnc1SCC(=O)c1ccc(F)cc1,1.3%,-4.3%,31.3%,?,-1.9%,3.2%,-1.9%
Clc1ccccc1OCCn1ccnc1,29.4%,-5.1%,·,-20.7,-15.7%,3.1%,5.4%
COCCCN1C(=O)C(=O)/C(=C(/O)c2ccc(OC)cc2)C1c1cccc(OC)c1 (stereo not drawn),-9.4%,1.1%,-10.6%,-102.3*,8.8%,12.8%,4.8%
O=C(NCc1cccnc1)c1cc(C2CCCCN2S(=O)(=O)c2ccc(F)cc2F)on1 (stereo not drawn),-11.4%,·,·,-11.9,2.6%,·,·
COc1ccc(CNC(=O)CC2C[C@H](C(=O)N3CCOCC3)[C@@]3(C)c4[nH]c5ccccc5c4CCN3C2=O)cc1OC (stereo partly drawn),-0.2%,·,230.8%[activator],-5.6,-1.5%,8.7%,·
CCOC(=O)c1c(NC(=O)COC(=O)c2ccc(O)cc2)sc(C(=O)NC)c1C,4.9%,·,·,0.0,24.9%,?,·
Cc1cc(C)c(C#N)c(SCC(=O)N2CCCCC2)n1,?,16.4%,-13.4%,-24.7,27.0%,?,1.3%
Nc1c(C(=O)c2ccc(Br)s2)oc2ccccc12,-0.3%,-0.9%,-33.7%,251.4,8.9%,-4.1%,0.2%
CC(C)Cc1ccc(-c2cc3nc(NCCc4ccc(S(N)(=O)=O)cc4)ccn3n2)cc1,1.8%,·,·,73.8,11.5%,·,·
CC(=O)Nc1ccc(NC(=O)c2ccc(OCc3c(C)noc3C)cc2)cc1,1.2%,·,-14.5%,11.2,1.8%,1.5%,·
CCC(=O)N1CCN(c2ccc(NC(=O)c3ccc4ccccc4c3)cc2)CC1,3.9%,-2.8%,-6.3%,94.1,-3.0%,20.4%,?
O=C(COC(=O)CCc1nc2ccccc2c(=O)[nH]1)NC1CCS(=O)(=O)C1 (stereo not drawn),-12.5%,3.2%,-20.3%,-22.6,-4.2%,12.8%,-14.6%
Cc1nc2scc(-c3ccco3)c2c(=O)n1/N=C/N(C)C,-9.6%,-1.8%,-3.8%,-5.8,-4.8%,19.6%,?
Cn1c(SCC(=O)Nc2ccccc2)nc(O)cc1=O,7.9%,2.8%,-40.6%,45.4,-1.1%,6.3%,-1.7%
CC1CN(CC(=O)Nc2nc(-c3ccc(Cl)cc3)cs2)CC(C)O1 (stereo not drawn),-1.4%,·,·,-33.6,15.5%,?,·
CN(Cc1ccccc1)c1nc(-c2ccc(F)cc2)cc(C(F)(F)F)n1,5.4%,·,·,-31.0,·,·,11.0%
COCCn1c(C)cc(C(=O)COC(=O)c2cncc(Br)c2)c1C,-7.4%,-16.4%,-3.5%,-21.0,?,?,1.7%
COc1cccc(C(C(=O)NC(C)(C)C)N(C(=O)CCC(=O)Nc2cc(C)on2)C2CC2)c1OC (stereo not drawn),-9.9%,0.8%,4.4%,-9.7,-1.5%,-1.1%&5.3%,0.2%
CCc1nnc(NC(=O)[C@@H](NC(=O)c2cc(OC)cc(OC)c2)C(C)C)s1,0.4%,2.3%,13.6%,-13.7,-0.3%,1.2%,-9.9%

# In another format: results already given.
# Values run as follows: Tb PYK inh | LmPK inh | AmpC inh no detg | HCMV inh | AMA1 RON2 block | HCV inhibitor | AmpC detergent
- CCC(=O)N1CCN(c2ccc(NC(=O)c3ccc4ccccc4c3)cc2)CC1
 : 3.9% | -2.8% | -6.3% | 94.1 | -3.0% | 20.4% | ?
- O=C(COC(=O)CCc1nc2ccccc2c(=O)[nH]1)NC1CCS(=O)(=O)C1 (stereo not drawn)
 : -12.5% | 3.2% | -20.3% | -22.6 | -4.2% | 12.8% | -14.6%
- Cc1nc2scc(-c3ccco3)c2c(=O)n1/N=C/N(C)C
 : -9.6% | -1.8% | -3.8% | -5.8 | -4.8% | 19.6% | ?

# As entered above:
# LmPK inh result of CCc1nnc(NC(=O)[C@@H](NC(=O)c2cc(OC)cc(OC)c2)C(C)C)s1 : 2.3%
# AMA1 RON2 block result of O=S1(=O)CC(N2CCCC2)CN1Cc1cn(Cc2cccc(C(F)(F)F)c2)nn1 (stereo not drawn) : 4.8%
# AmpC detergent result of CN(Cc1ccccc1)c1nc(-c2ccc(F)cc2)cc(C(F)(F)F)n1 : 11.0%
# AMA1 RON2 block result of COc1ccc(CNC(=O)CC2C[C@H](C(=O)N3CCOCC3)[C@@]3(C)c4[nH]c5ccccc5c4CCN3C2=O)cc1OC (stereo partly drawn) : -1.5%
# HCMV inh result of CC(C)Cc1ccc(-c2cc3nc(NCCc4ccc(S(N)(=O)=O)cc4)ccn3n2)cc1 : 73.8

# Part of the list above, set out differently.
# Below each SMILES – Tb PYK inh, LmPK inh, AmpC inh no detg, HCMV inh, AMA1 RON2 block, HCV inhibitor, AmpC detergent
- Cc1cccc(C)c1OCc1cc(C(=O)N2CCN(C3CCCC3)CC2)no1
→ -7.6%, 8.8%, 115.2%[activator], -7.6, -4.0%, ·, 3.6%
- CCOc1cc(/C=N/NC(=O)c2ccc(CN3CCOCC3)cc2)ccc1OCc1ccccc1
→ 2.2%, 5.1%, 0.4%, -72.7*, -19.3%, ?, 1.2%
